PLK1 PBD inh – inhibitors of human PLK1 polo-box domain binding; Plk1 PBD binding of FITC phosphopeptide, fluorescence polarization; Potency, µM, inactives show max response, negative = inhibition, hits mostly inhibitors; hit rate 2.8% among 360,000; also: potency is read from the fitted curve at half-maximal effect; series mostly up to about 57 µM; % is scaled to controls: 0 for no effect and ±100 for the full control effect; nearly all actives have a fitted effect of over 65% in size
Target sequence (P53350 whole entry, looked up, the tested form may be a part): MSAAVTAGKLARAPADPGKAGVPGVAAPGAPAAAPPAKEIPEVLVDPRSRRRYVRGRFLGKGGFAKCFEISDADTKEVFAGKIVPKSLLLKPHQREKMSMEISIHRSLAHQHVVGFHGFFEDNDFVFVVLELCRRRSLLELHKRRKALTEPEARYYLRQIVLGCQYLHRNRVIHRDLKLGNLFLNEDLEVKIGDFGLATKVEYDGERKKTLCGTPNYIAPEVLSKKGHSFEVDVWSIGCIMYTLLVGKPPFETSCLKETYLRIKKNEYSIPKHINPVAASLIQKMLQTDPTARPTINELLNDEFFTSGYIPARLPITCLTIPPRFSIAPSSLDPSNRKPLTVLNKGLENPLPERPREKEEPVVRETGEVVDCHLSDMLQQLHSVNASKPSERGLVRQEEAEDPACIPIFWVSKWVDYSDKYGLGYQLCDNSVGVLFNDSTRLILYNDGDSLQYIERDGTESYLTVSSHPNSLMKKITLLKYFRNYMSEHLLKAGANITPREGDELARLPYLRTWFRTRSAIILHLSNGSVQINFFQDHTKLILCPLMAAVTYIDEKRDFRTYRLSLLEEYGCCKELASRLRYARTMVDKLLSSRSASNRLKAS
HEK293 tox – cytotoxicity counter-screen for GLP-1 receptor inverse agonists. HEK293 cAMP-luciferase reporter cells, luminescence, 24 h. AID 624418. hit rate 0.13% among 410,000. Potency, µM (top dose mostly 38.3 µM), without a hit: top-dose activity change, negative = inhibition, most hits filed as inhibitors;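 also: loss of luciferase light is scored as toxicity; potency is read from the fitted curve at half-maximal effect; % is scaled to controls: 0 for no effect and ±100 for the full control effect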
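Compound-treated cells are incubated 24 hr at 37 deg C under 5% CO2 after a 12 hour attachment period, then luciferase detection reagent is added and luminescence is measured following 12 min at room temperature; lowered signal indicates toxicity.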
PTHR1 agonist – agonists of human PTHR1 parathyroid hormone receptor; HEK293 GP2 PTHR1 cells, GloSensor cAMP luminescence, 1 h; hit rate 0.075% among 410,000; Potency, µM (top dose mostly 115 µM), for the others: at the highest dose activation, usual class: activators; Q03431; also: potency is read from the fitted curve at half-maximal effect; nearly all actives have a fitted effect of over 55% in size; some results filed as inactive show a strong effect at the top dose; inactives centre near -15; many of its hits are not listed in these tables
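HEK-293-derived GP2 cells expressing PTHR1 and a GloSensor cAMP reporter, 3,000/well, plated overnight, given luciferin plus IBMX (each 0.5 mM as added) for 1 h at 37 °C, then compound for 1 h at 37 °C. Luminescence was read after 15 min at room temperature.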
EPAC1 antag – EPAC1 (human) antagonism; O95398; EPAC1 GEF assay, Rap1b-BODIPY-GDP exchange fluorescence; Potency, µM (titrated, usually from 115 µM), inactives show at the highest dose activity change, negative = inhibition, actives largely listed as inhibitors; hit rate 0.14% among 360,000; AID 720709;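 also: potency is read from the fitted curve at half-maximal effect; plate controls were vehicle for no effect and positive control for full effect; nearly all actives have a fitted effect of over 50% in size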
EPAC1 ag – agonists of human EPAC1; O95398; EPAC1 agonist qHTS, biochemical assay; response scale: 100% = response to 6.5 mM cAMP; Potency, µM (doses to about 154 µM), inactives show at the top dose activation, actives largely listed as activators; hit rate 0.073% among 360,000; AID 720707; also: potency is read from the fitted curve at half-maximal effect; nearly all actives have a fitted effect of over 60% in size
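Normalized to 6.5 mM cAMP, activity reflects EPAC1-catalysed release of BODIPY-GDP from Rap1B, followed kinetically over 30 min at 480 nm excitation, 540 nm emission. Reaction contained 100 nM EPAC1, 250 nM Rap1B-BODIPY-GDP, 50 uM GDP.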
IL2 activator – activates IL-2 in a cell-based reporter assay. IL-2 activation reporter assay, cell-based qHTS; stimulated with anti-CD3/CD4/CD28 beads; in transgenic mouse T cells. hit rate 0.065% among 360,000. activation, % (series mostly up to about 46 µM); in the data active = activation above about 50%; inconclusive = mostly about 30% to 49%; also: 0% is about no effect
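Using fluorescent plate cytometry, EGFP and DsRed are detected in transgenic mouse T cells stimulated 18 h at 37 degrees C with antibody-coated beads after 60 min compound pretreatment.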
GLP1R ag – GLP-1 receptor (human) agonism. P43220. HEK293 GLP-1R CRE-luciferase, luminescence, 4-6 h; cells express a hypersensitive GLP-1R form. Potency, µM (doses to about 45.6 µM), for the others: at the top dose activation, actives largely listed as activators. hit rate 0.007% among 380,000. AID 624172; also: potency is read from the fitted curve at half-maximal effect; % of control where 0% means no effect
Target sequence (P43220 whole entry, looked up): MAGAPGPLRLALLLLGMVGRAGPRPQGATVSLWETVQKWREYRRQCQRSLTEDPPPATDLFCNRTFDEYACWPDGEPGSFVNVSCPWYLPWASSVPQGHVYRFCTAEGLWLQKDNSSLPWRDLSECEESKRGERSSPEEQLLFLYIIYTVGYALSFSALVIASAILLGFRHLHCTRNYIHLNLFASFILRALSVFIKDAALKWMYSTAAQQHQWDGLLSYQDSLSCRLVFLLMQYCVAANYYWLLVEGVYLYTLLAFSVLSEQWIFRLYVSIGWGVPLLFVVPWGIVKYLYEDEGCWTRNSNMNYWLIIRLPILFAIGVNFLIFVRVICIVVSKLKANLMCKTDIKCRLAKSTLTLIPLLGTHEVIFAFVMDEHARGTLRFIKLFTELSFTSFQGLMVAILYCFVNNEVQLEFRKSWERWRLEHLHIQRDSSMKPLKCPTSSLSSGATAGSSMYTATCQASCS
GLP1R inv ag – acts as inverse agonist at human GLP-1 receptor. Potency, µM (series often up to 38.3 µM), inactives show at the highest dose activity change, negative = inhibition, usual class: inhibitors. HEK293 GLP-1R CRE-luciferase, luminescence, 24 h; GLP-1R form is constitutively active. P43220. hit rate 1.6% among 410,000; also: potency is read from the fitted curve at half-maximal effect; % is scaled to controls: 0 for no effect and ±100 for the full control effect; nearly all actives have a fitted effect of over 55% in size
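Seeding at 200 cells/uL, 12 h culture, 24 hr compound treatment, then luciferase reagent and a luminescence read; cells are HEK293 stably expressing a constitutively active GLP-1R plus cAMP-responsive luciferase.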
PI5P4K alpha inh – inhibitors of human PI5P4K alpha | hit rate 1.2% among 330,000 | P48426 | PI5P4Kalpha enzyme, ADP-Glo luminescence, 60 min; stronger effect = lower value | max response, %; active = max response of -50% or lower; inconclusive = between -30% and -50%; inactive = -30% or higher; also: value at the top dose of about 77 µM; % is scaled to controls: 0 for no effect and ±100 for the full control effect
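Enzyme plus substrate dispensed, test compounds pinned in, then ATP (5 microM final) added. After 60 min at RT, ADP-Glo reagent 1 for 45 min and reagent 2 for 30 min preceded luminescence imaging.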
* marks the source's active call; other numbers are inactive results; i = inactive; ? = inconclusive; / = no result given; & = joins results of further samples; [ ] = remark or other dose. Unless noted, calls follow the shape of the dose curve; as a rule, active = well fitted curve in the direction sought with a large enough effect; inconclusive = small, poorly fitted or top-dose-only effect, or another doubt; inactive = no such curve, though single readings can be large; an effect the other way counts as inactive or inconclusive. A portion of the library; count on the stated rates, not on these rows.

SMILES	PLK1 PBD inh	HEK293 tox	PTHR1 agonist	EPAC1 antag	EPAC1 ag	IL2 activator	GLP1R ag	GLP1R inv ag	PI5P4K alpha inh
COc1ccc(C(=O)C2CCCN(Cc3ccon3)C2)cc1OC (stereo not given)	-15%	-2%	30%	-8%	-8%	-1.1	19%	39%[activator]	1
CCn1c(N)c(C(=O)NC)sc1=S	2.7µM*	-10%	i	14%	-6%	1.6	3%	11%	-59*
C#CCOC(=O)C1=CCCN(C)C1	-17%	4%	-1%	-11%	-4%	1.0	24%	57%[activator]	-2
Cc1ccc2c(c1)c(C1=c3ccccc3=NC1=O)c(O)n2C	-12%	-7%	-34%[inhibitor]	-10%	0%	-1.0	-2%	-4%	11
Cc1ccc(OP(=O)(O)Oc2ccc(C)cc2)cc1	-9%	8%	i	-10%	-6%	0.4	-9%	0%	1
CN(C)c1ccc(C2C3C=CC(C3)C2(C#N)C(=O)O)c(Br)c1 (stereo not given)	-21%	-2%	i	16%	10%	0.7	0%	4%	-19
CCOc1ccc(CSC(=N)N)cc1[N+](=O)[O-]	-7%	?	-1%	4%	-15%	0.0	-3%	-4%	-7
OC1(c2cccnc2)CC2CCC(C1)N2Cc1nnnn1Cc1ccccc1 (stereo not given)	0%	-16%	-11%	-1%	-1%	-0.2	0%	4%	0
COc1ccc(-n2c(-c3ccc(C)cc3)nc3ccccc3c2=O)cc1	5%	13%	i	-9%	3%	-0.8	?	?	4
C[C@@H](NC(=O)c1nc[nH]c1C(=O)NCc1ccc(CNC(=O)OC(C)(C)C)cc1)c1ccccc1	-3%	?	-40%[inhibitor]	-15%	2%	-0.7	9%	?	2
O=C(CN1CCNCC1)N1CCOCC1	-3%	0%	i	-6%	0%	-0.3	-2%	32%[activator]	7
O=C(COc1ccccc1)N1CCN(CC2CC=CCC2)CC1 (stereo not given)	-4%	9%	-4%	-12%	2%	0.1	4%	?	6
CN1CC(C(=O)c2cccs2)C(c2ccc(Cl)cc2)C1 (stereo not given)	-10%	-9%	i	-14%	-1%	0.2	8%	?	10
COc1ccc(-n2c(CNCCc3ccc(C)cc3)nc3ccccc3c2=O)cc1	-2%	-5%	i	-7%	4%	-1.2	0%	?	-3
O=C1NC(=O)C2(Cc3ccccc3N3CCCC32)C(=O)N1c1cccc(Cl)c1 (stereo not given)	-17%	7%	i	-8%	3%	0.0	-3%	-5%	?
C#CCN1C(=O)C2(C(C#N)=C(N)OC(C)=C2C(=O)OCc2ccccc2)c2ccccc21 (stereo not given)	-11%	2%	i	-10%	6%	-1.5	0%	0%	/
Cc1ccc(/C=C2/Sc3ccc(C(=O)N4CCC5(CC4)OCCO5)cc3NC2=O)cc1	?	12%	-11%	-23%	6%	-1.1	9%	9%	2
CSc1ncc(/C=C2/C(=O)NC(=O)N(c3ccc(C(C)C)cc3)C2=O)cn1	15µM*	-28%	-14%	-2%	3%	3.9	10%	0%	?
O=C(COc1ccccc1/C=C1/NC(=O)NC1=O)Nc1ccccc1	3.4µM*	-6%	i	17%	-4%	-5.8	0%	17%	?
Cc1nc2ccccc2c(=O)n1-c1cc([N+](=O)[O-])cc([N+](=O)[O-])c1	-3%	1%	-9%	5%	-23%	-0.5	-6%	17%	2
CC(Cc1ccccc1Sc1ccccc1O)N(C)C (stereo not given)	-8%	6%	-35%[inhibitor][57.5 µM]	-7%	-2%	0.9	-15%	7.9µM*	7
O=S(=O)(c1ccc(Cl)cc1)N1CN2CCN(C2)C1	-1%	-13%	i	14%	-3%	-1.5	-1%	4%	3
CCC(C)n1c(O)c(/C=N/NC(=O)c2ccncc2)c(=O)[nH]c1=S (stereo not given)	-9%	102%[activator]	-4%	-15%	-9%	-0.6	2%	-3%	?
N=c1n(Cc2ccc(Cl)cc2)c2ccccc2n1CC(O)COc1ccccc1 (stereo not given)	-10%	?	-28%	-8%	9%	-0.8	1%	?	-1
Fc1ccccc1CCNCc1cccc(Cl)c1Cl	-7%	-9%	i	-18%	23%	-2.2	4%	?	/
CN1CCN(c2ccc([N+](=O)[O-])c3cccnc23)CC1	-1%	8%	i	-6%	2%	0.6	8%	26%	8
CC(=NCCc1ccccc1)c1c(O)[nH]c(=O)[nH]c1=O	-11%	-2%	i	-12%	11%	-4.4	21%	64%[activator]	?
N#CC(c1ccccc1)N1CCOCC1 (stereo not given)	-8%	-6%	-9%	-8%	4%	-1.0	-6%	1%	3
COc1ccc(-n2c(C)nc3cc(C(=O)N4CCC5(CC4)OCCO5)ccc32)cc1	0%	-13%	-13%[57.5 µM]	-4%	7%	0.2	0%	0%	-6
CN1C(=O)NC(=O)/C(=C/c2ccc(C(=O)O)cc2)C1=O	12µM*	1%	i	2%	12%	-0.5	-4%	5%	?
CC1CN(c2ccccn2)C(C)CN1C(=O)C(O)(c1ccccc1)c1ccccc1 (stereo not given)	2%	-9%	i	-13%	-3%	-0.4	5%	?	1
Cc1ccc2c(c1)c(=O)c1c3n2CCN(CC#N)C3CC1 (stereo not given)	-2%	6%	i	-23%	8%	-3.0	-3%	19%	1
CN1CN(c2cccc([N+](=O)[O-])c2)CN=C1N[N+](=O)[O-]	-12%	9%	-3%	-7%	-3%	0.6	1%	13%	0
Cc1cc(NC(=O)CCl)nn1C	-9%	-9%	-21%	-16%	-11%	-4.0	2%	109%[activator]	2
CN(C)c1cc(N)c2c(n1)CCC2 (tested in a mixture with another compound)	0%	-3%	-14%	-4%	-4%	2.9	-9%	4%	/
CCC(C)C1NC(=O)C(NC(=O)C(CC(C)C)N(C)C(=O)C2CCCN2C(=O)C(C)O)C(C)OC(=O)C(Cc2ccc(OC)cc2)N(C)C(=O)C2CCCN2C(=O)C(CC(C)C)NC(=O)[C@H](C)C(=O)[C@H](C(C)C)OC(=O)CC1O (stereo not given in full)	3%	-56%	-16%	-14%	-24%	-5.7	-34%	-82%	0
C[C@]12CCC(=O)C=C1CC[C@@H]1[C@@H]2CC[C@@]2(C)[C@H]1CC[C@]2(C)O	-3%	-3%	i	-4%	-35%	-0.8	16%&1%	-11%	-1
O=C1/C(=C\c2ccc3c(c2)OCO3)N2CCC1CC2	-3%	11%	-8%	-2%	3%	-0.5	11%	10%	/
COc1ccc(-n2c(-c3ccccc3)nc3ccccc3c2=O)cc1	6%	-5%	i	3%	8%	-2.5	8%	?	1
O=C(Nc1ccc(Br)cc1)c1nn(C23CC4CC(CC(C4)C2)C3)cc1Br	-9%	8%	-3%	-18%	4%	1.0	-3%	10%	4
O=C(c1cc(F)ccc1F)C1CCCN(CCCc2ccccc2)C1 (stereo not given)	6%	9%	i	11%	3%	4.6	2%	?	0
O=c1[nH]c(=S)[nH]c(O)c1N=Nc1ccc2c(c1)OCO2	16%	10µM*	-3%	1%	-1%	-2.4	-3%	6%	-26
CC1([N+](=O)[O-])COP(=O)(Nc2cccc(Br)c2)OC1 (stereo not given)	0%	-18%	i	0%	-9%	0.7	-3%	4%	10
CCN(CC(=O)Nc1ccc(NC(C)=O)cc1)C(=O)CSC(c1ccccc1)c1ccccc1	-2%	1%	-51%[inhibitor]	4%	12%	0.0	8%	?	4
O=C1CC(c2ccccc2)CC(O)=C1C=NCCN1CCN(C(=O)Cc2ccccc2)CC1 (stereo not given)	-6%	-17%	-10%[57.5 µM]	7%	1%	2.1	-11%	0%	7
COC(=O)C1=C(c2ccc(F)cc2OCc2ccccc2)C[C@@H]2CC[C@H]1N2C(=O)NCCOc1ccccc1Cl	-7%	-26%	-11%	-2%	-13%	-3.9	-2%	1%	6
CC(C)C(NC(=O)C(C(C)C)N(C)C)C(=O)N(C)C(C(=O)N1CCCC1C(=O)N1CCCC1C(=O)NCc1ccccc1)C(C)C (stereo not given)	-2%	-28%	?	-6%	-12%	-4.1	10%	-46%	-7

Compounds shown so far that contain four or more nitrogen atoms:
SMILES	PLK1 PBD inh	HEK293 tox	PTHR1 agonist	EPAC1 antag	EPAC1 ag	IL2 activator	GLP1R ag	GLP1R inv ag	PI5P4K alpha inh
OC1(c2cccnc2)CC2CCC(C1)N2Cc1nnnn1Cc1ccccc1 (stereo not given)	0%	-16%	-11%	-1%	-1%	-0.2	0%	4%	0
C[C@@H](NC(=O)c1nc[nH]c1C(=O)NCc1ccc(CNC(=O)OC(C)(C)C)cc1)c1ccccc1	-3%	?	-40%[inhibitor]	-15%	2%	-0.7	9%	?	2
CSc1ncc(/C=C2/C(=O)NC(=O)N(c3ccc(C(C)C)cc3)C2=O)cn1	15µM*	-28%	-14%	-2%	3%	3.9	10%	0%	?
Cc1nc2ccccc2c(=O)n1-c1cc([N+](=O)[O-])cc([N+](=O)[O-])c1	-3%	1%	-9%	5%	-23%	-0.5	-6%	17%	2
CCC(C)n1c(O)c(/C=N/NC(=O)c2ccncc2)c(=O)[nH]c1=S (stereo not given)	-9%	102%[activator]	-4%	-15%	-9%	-0.6	2%	-3%	?
CN1CCN(c2ccc([N+](=O)[O-])c3cccnc23)CC1	-1%	8%	i	-6%	2%	0.6	8%	26%	8
CN1CN(c2cccc([N+](=O)[O-])c2)CN=C1N[N+](=O)[O-]	-12%	9%	-3%	-7%	-3%	0.6	1%	13%	0
CCC(C)C1NC(=O)C(NC(=O)C(CC(C)C)N(C)C(=O)C2CCCN2C(=O)C(C)O)C(C)OC(=O)C(Cc2ccc(OC)cc2)N(C)C(=O)C2CCCN2C(=O)C(CC(C)C)NC(=O)[C@H](C)C(=O)[C@H](C(C)C)OC(=O)CC1O (stereo not given in full)	3%	-56%	-16%	-14%	-24%	-5.7	-34%	-82%	0
O=c1[nH]c(=S)[nH]c(O)c1N=Nc1ccc2c(c1)OCO2	16%	10µM*	-3%	1%	-1%	-2.4	-3%	6%	-26
CC(C)C(NC(=O)C(C(C)C)N(C)C)C(=O)N(C)C(C(=O)N1CCCC1C(=O)N1CCCC1C(=O)NCc1ccccc1)C(C)C (stereo not given)	-2%	-28%	?	-6%	-12%	-4.1	10%	-46%	-7

Screens from PubChem BioAssay.
